# Screening data deposited in PubChem BioAssay by Sanford-Burnham Center for Chemical Genomics.
# HKDC1 inh: inhibitors of human hexokinase HKDC1; recombinant HKDC1, G6PDH/diaphorase resazurin coupled fluorescence; inhibition, % at 20 µM; 0.16% of 340,000 active;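 active means inhibition above about 35% when tested at 20 µM, limit read from the data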;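 further: plate controls were DMSO wells with enzyme for no effect and DMSO wells lacking enzyme for full effect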
# Target sequence (Q2TB90 whole entry, looked up): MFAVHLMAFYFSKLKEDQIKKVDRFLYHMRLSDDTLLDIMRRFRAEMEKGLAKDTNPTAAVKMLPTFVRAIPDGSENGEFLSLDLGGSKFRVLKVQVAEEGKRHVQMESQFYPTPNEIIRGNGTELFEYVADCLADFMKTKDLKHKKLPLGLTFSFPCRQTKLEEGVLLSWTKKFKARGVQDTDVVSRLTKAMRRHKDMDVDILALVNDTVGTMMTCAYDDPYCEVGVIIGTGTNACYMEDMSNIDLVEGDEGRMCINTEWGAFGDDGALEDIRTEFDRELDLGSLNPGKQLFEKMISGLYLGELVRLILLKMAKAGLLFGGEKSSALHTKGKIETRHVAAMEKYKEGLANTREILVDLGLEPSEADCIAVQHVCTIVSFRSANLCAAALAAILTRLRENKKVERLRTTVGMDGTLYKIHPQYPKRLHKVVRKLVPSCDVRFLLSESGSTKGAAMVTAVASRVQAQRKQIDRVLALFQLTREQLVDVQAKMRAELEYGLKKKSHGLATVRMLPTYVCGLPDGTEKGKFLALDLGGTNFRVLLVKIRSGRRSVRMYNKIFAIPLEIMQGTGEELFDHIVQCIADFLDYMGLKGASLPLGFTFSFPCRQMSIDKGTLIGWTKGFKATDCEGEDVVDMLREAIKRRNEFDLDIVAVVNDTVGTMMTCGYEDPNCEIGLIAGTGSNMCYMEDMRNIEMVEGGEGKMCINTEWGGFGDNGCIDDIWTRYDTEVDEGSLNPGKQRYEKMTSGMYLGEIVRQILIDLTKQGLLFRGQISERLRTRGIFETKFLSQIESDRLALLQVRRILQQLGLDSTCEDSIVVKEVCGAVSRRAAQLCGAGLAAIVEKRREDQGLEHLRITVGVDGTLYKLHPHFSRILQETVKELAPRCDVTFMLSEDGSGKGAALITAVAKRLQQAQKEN
#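 Test system: HK5 enzyme. Quantity: 5 µg/mL HK5 final. Reagent: glucose and ATP substrates. Schedule: 90 min reaction incubation at room temperature, dark. Technique: resazurin-to-resorufin fluorescence via G6PDH and diaphorase coupling, 525/613 nm. Control set: DMSO wells with and without enzyme mix.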
# mIAP block: mouse IAP inhibition; 0.2% of 330,000 active; inhibition, % at 10 µM; purified mouse IAP, CDP-Star luminescence, 30 min; AID 2806;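 active means inhibition of at least 40% at 10 µM in the primary screen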;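 further: plate controls were DMSO with enzyme for no effect and no enzyme wells for full effect; values of inactives mirror those of a sister screen read the other way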
# mIAP act: mouse IAP activation; muIAP, CDP-Star luminescence, 30 min; active compounds read high; 1 = vehicle-only enzyme signal, 0 = enzyme-free wells; activation factor at 10 µM; 0.24% of 330,000 active; AID 2805;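 active means activation factor of at least 2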; further: the source names both 10 and 20 µM as test concentration; values of inactives mirror those of a sister screen read the other way
#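 also added = chemiluminescent substrate CDP-Star | test system = mouse IAP enzyme | signal = chemiluminescence readout | compound = DMSO-dissolved test compounds | incubation = 30 min at room temperature | benchmarks = DMSO wells, no-enzyme wells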
# hIAP block: human IAP inhibition | inhibition, % at 10 µM | P09923 | 0.12% of 330,000 active | purified IAP, CDP-Star luminescence, 30 min | AID 2544;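 active means inhibition reaching a set limit with compound at 10 µM in the primary screen, cut at about 35% in these data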;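 further: plate controls were DMSO wells with enzyme for no effect and no-enzyme buffer wells for full effect; values of inactives mirror those of a sister screen read the other way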
# PfGluPho inh: PfG6PD (Plasmodium falciparum) enzyme inhibition. AID 504690. PfGluPho enzyme, NADPH resazurin-diaphorase fluorescence. inhibition, % at 20 µM. 0.78% of 350,000 active;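 active means inhibition reaching at least a set limit at 20 µM in the primary screen, cut at about 59% in these data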;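 further: 0% = DMSO wells with substrate and 100% = DMSO wells lacking glucose-6-phosphate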
# A3A deaminase: human APOBEC3A DNA deaminase inhibition. 0.41% of 330,000 active. inhibition, % at 20 µM. recombinant A3A, FAM/TAMRA ssDNA deamination fluorescence. AID 493011;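 active means at least 40% inhibition at 20 µM here, with at most 30% in a related deaminase screen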;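 further: plate controls were A3A with DMSO for no effect and wells lacking A3A enzyme for full effect; some results filed as inactive read as strong as hits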
# Target sequence (P31941 whole entry, looked up): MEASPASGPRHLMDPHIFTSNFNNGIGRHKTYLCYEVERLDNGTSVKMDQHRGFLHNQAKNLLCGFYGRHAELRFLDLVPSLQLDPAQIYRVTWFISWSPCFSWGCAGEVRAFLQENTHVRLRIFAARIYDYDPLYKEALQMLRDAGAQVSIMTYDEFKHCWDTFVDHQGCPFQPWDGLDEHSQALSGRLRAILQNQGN
# ATG4B inh: ATG4B (human) cysteine protease inhibition; Q9Y4P1; ATG4B cleavage of LC3-PLA2, NBD-HPC fluorescence, 1 h; AID 504462; inhibition, % at 8.33 µM; 0.51% of 340,000 active; in the data active means inhibition above about 40%
# hIAP activ: human IAP activation; purified human IAP, CDP-Star luminescence, 30 min; active compounds read high; 1 = vehicle-only enzyme, 0 = enzyme-free background; activation factor at 10 µM; P09923; 0.16% of 330,000 active;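 active means activation factor of the enzyme at least 2-fold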; further: the source names both 10 and 20 µM as test concentration; values of inactives mirror those of a sister screen read the other way
# * marks the source's active call; other numbers are inactive results.
SMILES,HKDC1 inh,mIAP block,mIAP act,hIAP block,PfGluPho inh,A3A deaminase,ATG4B inh,hIAP activ
CCCN(CC(=O)Nc1ccccc1OC)C(=O)c1ccc2[nH]c3c(c2c1)CC(C)CC3 (configuration not stated),0,-33,1.3,-33,6,-1,3,1.3
CCN(CC)CCCNC(=O)c1ccc(OCC(=O)Nc2ccccc2C(F)(F)F)c(OC)c1,-11,0,1,-2,6,-1,-10,1
COc1ccc(C(=O)Nc2ccc(N3CCN(C)CC3)cc2)cc1,-4,8,0.92,9,16,-2,2,0.91
N#CCSc1nnc2c(Cl)cc(Cl)cn12,-8,-4,1,-10,1,-3,-2,1.1
O=C(O)CCCCC1SCC2NC(=O)NC21 (configuration not stated),-2,13,0.87,9,4,-2,-31,0.91
CCOCCCn1cnc2c(c1=O)c1nc3ccccc3nc1n2-c1ccc(C)cc1,2,7,0.93,-9,-12,-7,-6,1.1
O=C(NCc1ccccc1)c1cccnc1Sc1ccccc1,-6,-2,1,-19,-11,0,2,1.2
COc1ccc(NC(=O)C2CCN(S(=O)(=O)c3ccc(N4CCCC4=O)cc3)CC2)cc1OC,3,-13,1.1,-31,-7,0,12,1.3
CC(C)COc1ccc(Br)cc1CNC(C)(C)C,0,-2,1,-5,1,8,-8,1.1
CN(CC(=O)Nc1c(Cl)cccc1Cl)C(=O)CCC(=O)c1ccccc1,-5,8,0.92,0,-6,-1,6,1
COc1ccc(NC(=O)COC(=O)/C=C/c2ccccc2[N+](=O)[O-])cc1,-9,8,0.92,2,-6,-1,-2,0.98
COc1cc(/C=C2\SC(=O)N(CCNC(=O)c3c(C)noc3C)C2=O)cc(OC)c1OC,-4,7,0.93,8,6,-4,4,0.92
CCN(CC)S(=O)(=O)c1ccc(-c2csc(C)n2)cc1,-4,-8,1.1,-1,8,-3,-3,1
CC(C)c1nnc(NC(=O)COC(=O)/C=C/c2ccc([N+](=O)[O-])cc2)s1,-3,1,0.99,-5,-11,-4,6,1.1
CN(C)C(CNC(=O)c1cccc(NS(=O)(=O)c2ccc(Br)cc2)c1)c1ccco1 (configuration not stated),0,-2,1,2,-21,2,-8,0.98
CC(C)c1ccccc1OCCNC(=O)c1cncc(Br)c1,1,3,0.97,1,5,0,-2,0.99
CC(=O)Nc1ccc(NC(=O)COC(=O)c2ccccc2SCC(=O)N2CCCC2)cc1,2,5,0.95,2,-3,-1,-2,0.97
CCOc1ccccc1NC(=O)NCCc1c[nH]c2ccccc12,5,-21,1.2,-20,10,-6,4,1.2
COc1ccc(CN2C3CCC2CC(NC(=O)c2cc(OC)c(OC)c(OC)c2)C3)cc1 (configuration not stated),-7,6,0.94,-6,0,-2,-4,1.1
Cc1ccc(C(C(=O)NC2CCCC2)N(Cc2cccs2)C(=O)CNC(=O)c2cccs2)o1 (configuration not stated),2,7,0.93,0,5,-3,-13,0.99
O=C(Nc1ccc(N2CCN(C(=O)c3cccs3)CC2)cc1)c1cccnc1Cl,-9,1,0.99,-19,-11,0,-2,1.2
O=C(CSc1ncnc2nc[nH]c12)c1ccccc1,-8,-1,1,-20,6,-2,1,1.2
CN(C)c1ccc(C(=O)OCC(=O)NCC2CCCO2)cc1 (configuration not stated),-2,6,0.94,12,5,0,-6,0.88
COc1ccc(OC)c(S(=O)(=O)CC(=O)c2cc3ccc(OC)cc3oc2=O)c1,20,3,0.97,18,-5,-2,5,0.82
COCCn1c(C)cc(C(=O)COC(=O)c2cccc(O)c2)c1C,-3,-10,1.1,-4,-8,-2,-6,1
CCCCn1nc(C(=O)N2CCN(S(=O)(=O)c3ccccc3)CC2)c2ccccc2c1=O,0,-3,1,-7,-3,9,-1,1.1
COc1cc2c(cc1OC)CN(C(=O)c1ccc(S(=O)(=O)N3CCCCC3)cc1)CC2,0,-9,1.1,14,-11,-1,-7,0.86
CCOCCCNC(=S)N1CCCN(c2nc3cc(C)ccc3cc2C#N)CC1,-8,6,0.94,-5,-7,-5,-5,1.1
CCc1cccc2c(C(=O)CN3C(=O)NC(C)(c4cccc5ccccc45)C3=O)c[nH]c12 (configuration not stated),1,-6,1.1,13,20,1,23,0.87
CC1CCN(C(=O)Cn2ncc3c([nH]c4ccccc43)c2=O)CC1,4,2,0.98,-7,-6,-1,-4,1.1
COc1ccc(OCC(=O)N2CCC(Cc3ccccc3)CC2)cc1,2,-1,1,14,-6,1,3,0.86
O=C(Nc1ccccc1)c1cccc(S(=O)(=O)NCc2ccco2)c1,0,0,1,1,-14,0,-6,0.99
O=C(OCn1nnc2ccccc2c1=O)c1cc2ccccc2o1,0,-1,1,11,-1,-1,0,0.89
O=C(Nc1ccccc1C(=O)O)c1cc(S(=O)(=O)N2CCCCC2)cs1,-5,4,0.96,-5,-11,-3,-10,1
CCn1c(C)nc([N+](=O)[O-])c1Sc1ccc(F)cc1,-3,12,0.88,20,-3,-2,-4,0.8
O=C1CC(N2CCN(C/C=C/c3ccccc3)CC2)C(=O)N1Cc1cccs1 (configuration not stated),3,-11,1.1,5,9,-3,0,0.95
COc1ccc(N2CCN(C(=O)CCN3C(=O)C4C5C=CC(C5)C4C3=O)CC2)cc1 (configuration not stated),-2,5,0.95,18,-9,-4,3,0.81
COc1ccccc1C(=O)Nc1ccnn1C1CCN(C)CC1,-8,4,0.96,-8,2,-6,16,1.1
COc1cc(-c2nc(-c3ccccc3)c(-c3cc([N+](=O)[O-])ccc3C)[nH]2)cc(OC)c1OC,1,13,0.87,8,30,-4,9,0.92
Cc1ccc(-c2nc3ccccc3[nH]2)cc1NC(=O)c1sc2ccccc2c1Cl,-1,5,0.95,-13,-6,-4,13,1.1
O=C(N1CCOCC1)C(F)(F)C(=O)N1CCOCC1,-3,7,0.93,11,-17,-2,3,0.89
CCSc1ccc([C@@H]2[C@@H]3C(=O)N(CC)C(=O)[C@@H]3[C@]3(C(=O)OC)CCCN23)cc1,-6,2,0.98,5,6,-1,-4,0.95
CN(CC(=O)Nc1ccc(F)c(F)c1F)C(=O)C1CCN(C(=O)Nc2ccccc2)CC1,-4,-3,1,0,-2,-3,4,1
CC(C)(C)c1ccc(C(=O)N2CCN(c3ccc(N4CCOCC4)nn3)CC2)cc1,0,-9,1.1,-10,-12,-1,-6,1.1
O=C(COc1ccc(Cl)cc1Cl)N/N=C1\CCCc2ccccc21,-2,-6,1.1,-20,-5,5,3,1.2

# Arranged by the number under hIAP block (descending): 3 from the list above
Compound	hIAP block
O=C(Nc1ccccc1)c1cccc(S(=O)(=O)NCc2ccco2)c1	1
CC(C)(C)c1ccc(C(=O)N2CCN(c3ccc(N4CCOCC4)nn3)CC2)cc1	-10
Cc1ccc(-c2nc3ccccc3[nH]2)cc1NC(=O)c1sc2ccccc2c1Cl	-13

# (list continues)
SMILES,HKDC1 inh,mIAP block,mIAP act,hIAP block,PfGluPho inh,A3A deaminase,ATG4B inh,hIAP activ
CC(OC(=O)CCN1C(=O)c2cccc([N+](=O)[O-])c2C1=O)C(=O)Nc1cc(Cl)cc(Cl)c1 (configuration not stated),-8,-8,1.1,-7,-2,-2,-21,1.1
O=C(c1ccc(F)cc1)C1CCN(Cc2ccc(F)cc2)CC1,-2,1,0.99,-1,11,2,5,1
COc1ccc(CCC(=O)NCCS(=O)(=O)N2CCN(c3ccc(F)cc3)CC2)cc1,-3,-3,1,-24,8,1,-2,1.2
Cc1cc(C)cc(OCCNC(=O)c2cc(S(=O)(=O)N3CCOCC3)ccc2F)c1,-2,-16,1.2,-5,7,-6,-5,1
COc1ccc(C(=O)N2CCCC2)cc1S(=O)(=O)N1CCOCC1,-4,-4,1,5,-14,2,2,0.95
O=C(O)CCC(=O)NNC(=O)CCCOc1ccc(Cl)cc1Cl,-4,5,0.95,3,-9,-2,0,0.97
CC(C)S(=O)(=O)c1csc(NC(=O)Nc2ccc(Cl)cc2)c1,0,-66,1.7,14,18,2,-10,0.86
CC(C)C(=O)Nc1cc2c(cc1C(=O)c1ccccc1)OCCO2,8,9,0.91,11,-10,-2,2,0.89
COc1ccc(N(CC(=O)Nc2cc(OC)c(OC)cc2C(=O)O)S(=O)(=O)c2c(C)noc2C)cc1,0,6,0.94,6,-10,-3,10,0.94
COC(=O)C1=C(C)Nc2ncnn2C1c1ccco1 (configuration not stated),-2,4,0.96,-4,-7,-12,4,1
O=C(/C=C/c1ccco1)N(Cc1cccc(F)c1)C1CCS(=O)(=O)C1 (configuration not stated),1,1,0.99,-18,23,-4,-5,1.2
CCCS(=O)(=O)N1CCCC(C(=O)NCCCN(C)Cc2ccccc2)C1 (configuration not stated),-13,9,0.91,-9,-14,1,2,1.1
CCCC(c1nnnn1Cc1ccco1)N1CCN(C(=O)c2ccco2)CC1 (configuration not stated),5,2,0.98,-4,-5,0,-3,1
COc1ccccc1C(=O)C1CCCN(C(=O)c2ccccn2)C1 (configuration not stated),-5,8,0.92,6,2,-3,1,0.94
CCOC(=O)c1oc2ccccc2c1NC(=O)c1ccc(S(=O)(=O)N(C)C)cc1,6,6,0.94,0,-2,4,8,1

# The last 7 entries of the part before open the next one.
SMILES,HKDC1 inh,mIAP block,mIAP act,hIAP block,PfGluPho inh,A3A deaminase,ATG4B inh,hIAP activ
COc1ccc(N(CC(=O)Nc2cc(OC)c(OC)cc2C(=O)O)S(=O)(=O)c2c(C)noc2C)cc1,0,6,0.94,6,-10,-3,10,0.94
COC(=O)C1=C(C)Nc2ncnn2C1c1ccco1 (configuration not stated),-2,4,0.96,-4,-7,-12,4,1
O=C(/C=C/c1ccco1)N(Cc1cccc(F)c1)C1CCS(=O)(=O)C1 (configuration not stated),1,1,0.99,-18,23,-4,-5,1.2
CCCS(=O)(=O)N1CCCC(C(=O)NCCCN(C)Cc2ccccc2)C1 (configuration not stated),-13,9,0.91,-9,-14,1,2,1.1
CCCC(c1nnnn1Cc1ccco1)N1CCN(C(=O)c2ccco2)CC1 (configuration not stated),5,2,0.98,-4,-5,0,-3,1
COc1ccccc1C(=O)C1CCCN(C(=O)c2ccccn2)C1 (configuration not stated),-5,8,0.92,6,2,-3,1,0.94
CCOC(=O)c1oc2ccccc2c1NC(=O)c1ccc(S(=O)(=O)N(C)C)cc1,6,6,0.94,0,-2,4,8,1
CCC(=O)/C=C1/Sc2ccc(OC)cc2N1CC,-7,-5,1,18,40,-1,-5,0.81
CCOC(=O)c1[nH]c2ccc(Br)cc2c1NC(=O)CCN1CCN(C(=O)OCC)CC1,1,11,0.89,7,-5,15,-14,0.93
COc1ccc(Cl)cc1C(=O)NNC(=S)NC(=O)c1cc(-c2ccccc2)nc2ccccc12,-8,12,0.88,-22,-23,-1,0,1.2
COc1ccc(/C=C2/C(=O)ON=C2C)cc1Cl,3,7,0.93,5,43,8,5,0.95
COCCN(C(=O)COC(=O)c1sccc1C)c1c(N)n(Cc2ccccc2)c(=O)[nH]c1=O,-7,-4,1,-36,-16,-3,8,1.4
CCOc1ccc(N(Cc2ccccc2F)C2=NC3CS(=O)(=O)CC3S2)cc1 (configuration not stated),-3,7,0.93,6,-4,-3,-7,0.94
O=C(CN1C(=O)CSC1=O)c1ccccc1,4,-4,1,-13,-18,-1,1,1.1
COc1ccc(-c2cc(C(=O)NCc3cn(C)nc3C)c3ccccc3n2)cc1OC,4,-8,1.1,7,1,2,-11,0.93
Cc1cc2occ(CC(=O)N(C)CC(=O)Nc3ccc(F)cc3)c2cc1C,2,-3,1,8,14,-5,-4,0.92
CC(C)NC(=O)CSc1nc(N)c(-c2ccccc2)c(=O)[nH]1,-10,-8,1.1,7,7,-1,2,0.93
O=C(CSc1nnc2c(n1)[nH]c1ccc(F)cc12)Nc1ccccc1F,-5,2,0.98,-1,-7,2,0,1
S=c1[nH]nc(-c2ccncc2)n1Cc1ccccc1,-11,0,1,9,25,-7,-2,0.91
C[C@@H](NC(=O)c1cc2c([nH]c3ccccc32)c(-c2ccccc2)n1)C(=O)O,-5,3,0.97,5,-4,1,0,0.95
Cc1nnc(SCC(=O)NC2CCCc3ccccc32)n1-c1ccccc1 (configuration not stated),12,10,0.9,-3,-2,-3,25,1
